Apaf-1 inh: human Apaf-1 inhibition | reconstituted apoptosome caspase-3 activity, DEVD-Rh110 fluorescence | inhibition, % at 20 µM | O14727 | 330,000 tested, 0.71% active; active means inhibition of at least 40% at 20 µM;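 further: plate controls were DMSO wells for no effect and DEVD-CHO caspase inhibitor wells for full effect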
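System – cell-free apoptosome with Apaf-1, procaspase-3 and caspase-9 · Buffer or medium – pH 7.5 Hepes buffer with CHAPS, BSA, DTT · Also added – cytochrome c with DEVD-Rh110 · Times – 30 min compound preincubation, 50 min activation, room temperature · Technique – Rh110 fluorescence intensity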
hIAP inh: blocks human intestinal alkaline phosphatase. P09923. purified IAP, CDP-Star luminescence, 30 min. inhibition, % at 10 µM. 330,000 tested, 0.12% active. AID 2544;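 active means inhibition reaching a set limit with compound at 10 µM in the primary screen, cut at about 35% in these data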;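 further: plate controls were DMSO wells with enzyme for no effect and no-enzyme buffer wells for full effect; values of inactives mirror those of a sister screen read the other way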
Target sequence (P09923 whole entry, looked up): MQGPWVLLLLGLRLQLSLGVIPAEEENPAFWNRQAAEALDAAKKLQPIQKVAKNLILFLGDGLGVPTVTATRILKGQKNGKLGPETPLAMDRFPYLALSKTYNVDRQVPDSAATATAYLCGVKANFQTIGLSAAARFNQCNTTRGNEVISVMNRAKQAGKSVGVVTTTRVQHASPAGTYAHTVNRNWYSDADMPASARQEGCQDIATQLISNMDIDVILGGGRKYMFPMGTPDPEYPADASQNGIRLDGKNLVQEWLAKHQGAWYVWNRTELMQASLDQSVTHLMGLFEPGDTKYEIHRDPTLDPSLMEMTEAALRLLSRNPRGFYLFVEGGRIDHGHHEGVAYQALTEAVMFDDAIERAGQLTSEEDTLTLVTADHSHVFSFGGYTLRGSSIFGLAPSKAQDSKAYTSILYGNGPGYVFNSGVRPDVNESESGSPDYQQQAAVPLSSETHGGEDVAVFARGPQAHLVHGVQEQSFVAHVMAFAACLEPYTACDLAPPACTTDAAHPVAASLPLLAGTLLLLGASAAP
tim10-1 inh: tim10-1 yeast growth inhibition; S. cerevisiae tim10-1 ts strain growth, BacTiter-Glo, 24 h; inhibition, % at 20 µM; 330,000 tested, 2.2% active;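 active means inhibition of at least 40%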;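 further: mutant grown at 25 °C; 0% = DMSO wells with yeast and 100% = wells holding no yeast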
NALP3 yeast inh: NALP3 inhibition in yeast; inhibition, % at 10 µM; Yeast reconstituted NLRP3/ASC/caspase-1, beta-gal luminescence, 24 h; 330,000 tested, 0.39% active;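 active means inhibition of 50% or more; inactive means inhibition below 50%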;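 further: plate controls were induced DMSO wells for no effect and uninduced yeast grown without galactose for full effect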
mIAP block: mouse IAP inhibition. purified mouse IAP, CDP-Star luminescence, 30 min. inhibition, % at 10 µM. 330,000 tested, 0.2% active. AID 2806;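 active means inhibition of at least 40% at 10 µM in the primary screen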;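 further: plate controls were DMSO with enzyme for no effect and no enzyme wells for full effect; values of inactives mirror those of a sister screen read the other way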
hIAP act: human IAP activation | AID 2524 | P09923 | activation factor at 10 µM | purified human IAP, CDP-Star luminescence, 30 min; stronger effect = higher value; 1 = vehicle-only enzyme, 0 = enzyme-free background | 330,000 tested, 0.16% active;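 active means activation factor of the enzyme at least 2-fold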; further: the source names both 10 and 20 µM as test concentration; values of inactives mirror those of a sister screen read the other way
mIAP activ: increases mouse intestinal alkaline phosphatase activity | muIAP, CDP-Star luminescence, 30 min; stronger effect = higher value; 1 = vehicle-only enzyme signal, 0 = enzyme-free wells | activation factor at 10 µM | 330,000 tested, 0.24% active;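 active means activation factor of at least 2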; further: the source names both 10 and 20 µM as test concentration; values of inactives mirror those of a sister screen read the other way
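Assay system: mouse IAP enzyme / Compound: DMSO-dissolved test compounds / Timing: 30 min, room temperature / Measured by: luminescence from enzymatic CDP-Star hydrolysis / Control set: DMSO-only wells, enzyme-free buffer wells as negative control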
TIM10 inh: growth inhibitors of TIM10 yeast strain; S. cerevisiae TIM10 strain growth, BacTiter-Glo luminescence, 24 h; inhibition, % at 10 µM; 330,000 tested, 1.4% active; AID 463195;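 active means inhibition of 40% or more at the single tested concentration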;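 further: wild-type TIM10 isogenic control strain grown at permissive 25 °C; 0% = DMSO yeast wells and 100% = minimal medium wells without yeast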
ATG4B inhibitor: inhibitors of human ATG4B cysteine protease. ATG4B cleavage of LC3-PLA2, NBD-HPC fluorescence, 1 h. Q9Y4P1. AID 504462. inhibition, % at 8.33 µM. 340,000 tested, 0.51% active; in the data active means inhibition above about 40%
Target sequence (Q9Y4P1 whole entry, looked up): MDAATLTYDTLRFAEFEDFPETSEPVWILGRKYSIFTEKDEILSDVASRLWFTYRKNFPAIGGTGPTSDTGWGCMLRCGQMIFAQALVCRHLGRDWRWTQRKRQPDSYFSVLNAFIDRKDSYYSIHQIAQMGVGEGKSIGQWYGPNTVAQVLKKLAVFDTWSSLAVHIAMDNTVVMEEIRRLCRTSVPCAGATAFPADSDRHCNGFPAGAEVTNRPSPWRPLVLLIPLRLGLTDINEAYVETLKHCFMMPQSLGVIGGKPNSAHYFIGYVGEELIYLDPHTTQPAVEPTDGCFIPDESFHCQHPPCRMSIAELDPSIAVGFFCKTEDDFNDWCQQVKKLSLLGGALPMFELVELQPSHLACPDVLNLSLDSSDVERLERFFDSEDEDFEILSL
* = called active by the depositor; . = no result given.

SMILES	Apaf-1 inh	hIAP inh	tim10-1 inh	NALP3 yeast inh	mIAP block	hIAP act	mIAP activ	TIM10 inh	ATG4B inhibitor
COc1ccccc1CNC(=O)COC(=O)C1CCN(c2ccc(C(F)(F)F)cn2)CC1	14	5	21	22	-5	0.95	1	7	8
C/C(=N\NC(=O)c1ccncc1)c1cccs1	-2	15	10	6	4	0.85	0.96	10	-4
COCCNC(=O)c1onc(CSc2cccc(OC)c2)c1C(=O)O	-4	-5	-19	6	-2	1.1	1	3	0
COc1cc(NC(=O)CC(C)n2ccnc2)cc(OC)c1 (centres undefined)	-2	0	4	16	8	1	0.92	8	0
CC(NC(=O)c1cccc(Cn2cc([N+](=O)[O-])cn2)c1)c1ccc(C(C)(C)C)cc1 (centres undefined)	2	-2	26	11	6	1	0.94	0	0
CCCc1nnc(-c2ccc(OC)cc2)o1	-9	-3	4	14	-9	1	1.1	4	-4
C/C(=N\NC(=O)c1ccccn1)C12CC3CC(CC(C3)C1)C2	3	12	16	-5	11	0.88	0.89	10	1
COCCn1c(=S)[nH]c2cc(C(=O)N3CCc4ccccc4C3)ccc2c1=O	-12	-12	0	12	4	1.1	0.96	-7	3
Cc1ccccc1C(=O)Nc1ccccc1Sc1ccccc1	29	-6	19	16	-8	1.1	1.1	2	10
Cc1ccc2c(c1)c(=O)c(Br)c(C)n2Cc1ccccc1	18	-2	5	14	5	1	0.95	-2	1
C/C(=N\NC(=O)C1COc2ccccc2O1)c1ccc(Cl)s1 (centres undefined)	15	10	22	-13	-6	0.9	1.1	20	-8
Cc1cc(Nc2nc(Cl)c(Cl)cc2Cl)n(-c2ccccc2)n1	0	1	45*	16	0	0.99	1	29	0
C/C=C/c1ccc(OCCn2nnc3ccccc32)c(OC)c1	3	-1	-8	47	3	1	0.97	-20	-10
FC(F)(F)c1cc(Oc2ccccc2)ncc1-c1nnc(-c2ccccc2Cl)o1	4	-14	15	6	-5	1.1	1	3	-6
O=C(CN1CCOCC1)Nc1ncc(Cc2cccc3ccccc23)s1	9	-40	29	19	-10	1.4	1.1	-5	-6
CCn1c(Sc2ccc([N+](=O)[O-])cn2)nnc1-c1ccco1	-7	-50	13	2	4	1.5	0.96	5	5
CCCC(=O)Nc1ccc(C(=O)N/N=C/c2cccnc2)cc1	-13	-3	3	-5	8	1	0.92	-9	6
Cc1c(Cl)cccc1-n1c(SCC(=O)NCc2cccs2)nnc1-c1ccncc1	1	4	15	-1	8	0.96	0.92	19	-3
COc1ccc(-c2ncc(CN3CCC(CO)(Cc4cccc(OC)c4)CC3)cn2)cc1	-4	-12	9	0	2	1.1	0.98	5	-6
COc1cc(CN2CCC(C(=O)N3CCCC(C)C3)CC2)cc(OC)c1O (centres undefined)	-16	22	3	20	-4	0.78	1	3	-18
COC(=O)CSc1nc2c(c(-c3ccc(C)o3)c1C#N)CCCC2	4	22	24	19	15	0.78	0.85	18	26
COc1ccc(-c2noc(CCC(=O)NCCCN3CCN(c4ccc(F)cc4)CC3)n2)cc1	2	6	10	-6	2	0.94	0.98	9	6
O=C(C[n+]1ccccc1)c1ccc(Cl)cc1	12	4	0	-3	6	0.96	0.94	1	-9
COc1ccc(CCNC(=O)c2ccc3ccccc3n2)cc1OC	5	-7	-7	22	9	1.1	0.91	-9	-10

Filtered by structure: those above with fluorine.
SMILES	Apaf-1 inh	hIAP inh	tim10-1 inh	NALP3 yeast inh	mIAP block	hIAP act	mIAP activ	TIM10 inh	ATG4B inhibitor
COc1ccccc1CNC(=O)COC(=O)C1CCN(c2ccc(C(F)(F)F)cn2)CC1	14	5	21	22	-5	0.95	1	7	8
FC(F)(F)c1cc(Oc2ccccc2)ncc1-c1nnc(-c2ccccc2Cl)o1	4	-14	15	6	-5	1.1	1	3	-6
COc1ccc(-c2noc(CCC(=O)NCCCN3CCN(c4ccc(F)cc4)CC3)n2)cc1	2	6	10	-6	2	0.94	0.98	9	6

(further entries)
SMILES	Apaf-1 inh	hIAP inh	tim10-1 inh	NALP3 yeast inh	mIAP block	hIAP act	mIAP activ	TIM10 inh	ATG4B inhibitor
Cc1nc(CC(C)C)cc(C(=O)N2CCCC(CNS(=O)(=O)c3cccs3)C2)n1 (centres undefined)	-5	-6	-1	7	-3	1.1	1	-2	17
COc1ccc(CNC(=O)CN(Cc2ccccc2Cl)C(=O)c2csnn2)cc1	4	4	18	13	1	0.96	0.99	3	9
CCCCCCN1C=CC(=C/C=C(\C#N)C(=O)OCC)C=C1	-4	44*	-3	34	36	0.56	0.64	7	-4
O=C(Nc1ccccc1N1CCCC1)c1ccc(F)c(S(=O)(=O)N2CCOCC2)c1	-4	13	23	10	4	0.87	0.96	3	2
CC(=O)N1CCN(S(=O)(=O)c2ccccc2)C1c1ccccc1 (centres undefined)	15	-6	5	2	-4	1.1	1	6	9
COc1cc2c(cc1OC)CC(=O)NC=C2	-9	-4	7	-10	4	1	0.96	2	-8
Cc1nc(NS(=O)(=O)c2ccccc2)sc1NC(=O)Nc1ccccc1	11	7	8	-10	7	0.93	0.93	4	3
Cc1ccccc1NS(=O)(=O)c1cc(C(=O)NCc2ccco2)ccc1C	-5	7	5	8	4	0.93	0.96	8	9
CCOC(OCC)c1cc2ccccc2cn1	4	24	11	12	6	0.77	0.94	-6	-11
NC(=O)C1CCN(C(=O)COc2ccc3ccccc3c2Br)CC1	6	-25	-18	-4	-8	1.3	1.1	-2	0
COc1ccc(Nc2ccc([N+](=O)[O-])cc2[N+](=O)[O-])cc1	-2	12	1	26	25	0.88	0.75	1	-5
Cc1cccc(N2CCN(c3ccc(NC(=O)/C=C\C(=O)O)cc3)CC2)c1	7	-9	-8	13	12	1.1	0.89	6	-13
CC(=O)c1ccc(Oc2nc(-c3cccnc3)nc3ccccc23)cc1	19	16	16	17	3	0.84	0.97	18	-8
Cc1ccc(N2C(=O)N3[C@H](c4ccc(F)cc4)[C@@H]4C(=O)N(C5CCCCC5)C(=O)[C@@H]4[C@]3(Cc3ccccc3)C2=O)cc1	18	12	14	-1	-4	0.88	1	18	-9
CNC(=O)CN(C1CCCCC1)S(=O)(=O)c1ccc(F)cc1	6	3	14	-12	-3	0.97	1	-2	0
CC(C)C(=O)Nc1ccc(C(=O)Nc2nnc(C(C)C)s2)cc1	-3	0	11	10	1	1	0.99	7	-5
COc1ccccc1NCc1nnc(-c2ccccc2)o1	-12	-1	9	27	-2	1	1	-4	5
O=C(CSc1nnc(-c2ccccc2)c2ccccc12)NCC1CCCO1 (centres undefined)	-25	0	6	1	12	1	0.88	16	.
COC(=O)c1ccccc1OC(=O)c1cccnc1	-8	-13	10	4	8	1.1	0.92	7	6
Cc1noc(C)c1NC(=O)Nc1ccc2c(c1)C(=O)N([C@H](C)CO)C[C@H](C)[C@@H](CN(C)S(=O)(=O)c1cccs1)O2	16	-4	14	-4	-29	1	1.3	-4	-5
CCOC(=O)Cc1csc(NC(NC(=O)CC)(C(F)(F)F)C(F)(F)F)n1	0	-7	-12	2	-1	1.1	1	-4	7
CCOc1ccccc1NS(=O)(=O)c1cc2c3c(c1)CC(=O)N3CCC2	-3	11	25	15	4	0.89	0.96	5	-10
CC(=O)c1c(-c2ccccc2)c2ccccc2[nH]c1=O	-5	2	-2	16	2	0.98	0.98	5	-6
Cn1cc(S(=O)(=O)N2CCN(c3ccc(F)cc3)CC2)c(=O)n(C)c1=O	2	-4	15	-8	-8	1	1.1	-4	-1
O=C(CN1C(=O)/C(=C/c2ccccc2F)Sc2ccccc21)NCCCN1CCOCC1	-8	-28	16	13	5	1.3	0.95	21	-1
CC(C)N(C(=O)CN1CCN(C(=O)C2COc3ccccc3O2)CC1)C(C)C (centres undefined)	2	-19	-6	2	-11	1.2	1.1	-54	0
CC(C)c1ccc(CN(C)C(=O)c2ccc(S(=O)(=O)NCc3ccco3)cc2)cc1	14	22	28	6	-1	0.78	1	26	-17
Cc1nc(SCc2ccc(C(=O)O)cc2)nc2c1CCCC2	7	9	10	14	4	0.91	0.96	6	-5
COCCCNC(=O)Cn1cnc2c(NCc3ccccc3)ncnc21	6	.	17	.	-4	.	1	-11	-12
NS(=O)(=O)c1ccc(CCNC(=O)CCC2COc3ccccc3O2)cc1 (centres undefined)	7	-9	-13	16	-15	1.1	1.1	-5	0
Cn1c(=O)[nH]c(=O)c2c1nc(N1CCCCCC1)n2CCOc1ccccc1	-8	-23	28	-2	-12	1.2	1.1	9	-4
O=C(COC(=O)c1cccnc1Nc1cccc(C(F)(F)F)c1)NC1CCS(=O)(=O)C1 (centres undefined)	7	7	16	3	5	0.93	0.95	12	30
COc1cc(OC)cc(C(=O)n2cnnc2N)c1	13	-2	17	2	-6	1	1.1	0	-7
Cc1cc(C)c2c(N)c(C(=O)NN)sc2n1	-11	1	11	-4	-1	0.99	1	0	-10
COCCCNCCOCCOc1ccc(Cl)cc1C(C)(C)C	5	8	-40	28	10	0.92	0.9	-1	2
COc1ccc2oc(C(=O)OCC(=O)N3CC(C)CC(C)C3)c(C)c2c1 (centres undefined)	17	6	10	19	3	0.94	0.97	14	-9

hIAP inh: entries above that show a hit.
| Compound | hIAP inh | NALP3 yeast inh | mIAP block | hIAP act | mIAP activ | ATG4B inhibitor |
| --- | --- | --- | --- | --- | --- | --- |
| CCCCCCN1C=CC(=C/C=C(\C#N)C(=O)OCC)C=C1 | 44* | 34 | 36 | 0.56 | 0.64 | -4 |

Other structures follow.
SMILES	Apaf-1 inh	hIAP inh	tim10-1 inh	NALP3 yeast inh	mIAP block	hIAP act	mIAP activ	TIM10 inh	ATG4B inhibitor
COc1ccccc1NC(=O)CSc1nnc(CNC(=O)COc2ccc(Cl)cc2)o1	12	10	20	10	7	0.9	0.93	12	-24
O=C(NC(Cc1c[nH]c2ccccc12)C(=O)N/N=C/c1cccc2ccccc12)c1cccs1 (centres undefined)	23	-11	10	11	7	1.1	0.93	15	-8
Cc1ccc(NC(=O)COC(=O)CSCC(=O)Nc2cc(C)on2)c(C)c1	0	4	-7	-6	2	0.96	0.98	-9	1
CCc1ccccc1N(C)C(=O)CCc1nc(-c2ccc(C)cc2)no1	22	-17	25	12	10	1.2	0.9	15	4
COCCn1c(C(F)(F)F)ccc(NC(=O)c2ccccc2)c1=O	-1	-3	14	25	6	1	0.94	4	1
COc1ccccc1N1CCN(/N=C/c2cc(OC)c(O)c(OC)c2)CC1	11	-8	15	5	5	1.1	0.95	13	-5
CCN(CC)S(=O)(=O)c1ccc2c(c1)c(=O)c(C(=O)NCc1ccc3c(c1)OCO3)cn2C	1	-6	23	-10	2	1.1	0.98	0	.
O=C(CNC(=O)c1ccc(Br)o1)Nc1ccncc1	1	2	2	23	5	0.97	0.95	-2	11
COc1ccc(N(C(=O)COc2ccc(C)cc2)S(=O)(=O)c2ccc(C)cc2)cc1	8	16	27	6	10	0.84	0.9	23	-8
COc1cccc(CNC(=O)N[C@@H](C)C(=O)O)c1	-14	6	16	-13	3	0.94	0.97	4	-8
CCN(CC)S(=O)(=O)c1ccc(NC(=O)CN(c2cccc(C)c2)S(C)(=O)=O)cc1	11	0	19	-1	-9	1	1.1	10	-12
Cc1nn(CC(=O)NCCCN2CCN(Cc3ccccc3)CC2)c(=O)c2cc(-c3ccccc3)nn12	9	13	-15	13	5	0.87	0.95	5	-8
Cc1cc(OCCCC(=O)NCCc2ccccn2)ccc1Cl	3	-14	9	12	-1	1.1	1	-9	-11

Part of the list above, reduced to NALP3 yeast inh, tim10-1 inh and hIAP act:
SMILES	NALP3 yeast inh	tim10-1 inh	hIAP act
COc1ccc(N(C(=O)COc2ccc(C)cc2)S(=O)(=O)c2ccc(C)cc2)cc1	6	27	0.84
COc1cccc(CNC(=O)N[C@@H](C)C(=O)O)c1	-13	16	0.94

High-throughput results deposited in PubChem BioAssay by Sanford-Burnham Center for Chemical Genomics.
